TcdB GH inh = blocks C. difficile toxin B glycohydrolase activity. P18177. TcdB glycohydrolase enzymatic assay, plate reader. inhibition, % at 9.99 µM. 350,000 compounds, 0.24% hits. AID 652162; in the data active = inhibition above about 10%
VHR inh abs = inhibitors of human VHR1 phosphatase (DUSP3); P51452; recombinant VHR phosphatase, pNPP absorbance; inhibition, % at 13.3 µM; 290,000 compounds, 0.52% hits; in the data active = inhibition above about 50%; note: some compounds called inactive have numbers as strong as hits
Target sequence (P51452 whole entry, looked up): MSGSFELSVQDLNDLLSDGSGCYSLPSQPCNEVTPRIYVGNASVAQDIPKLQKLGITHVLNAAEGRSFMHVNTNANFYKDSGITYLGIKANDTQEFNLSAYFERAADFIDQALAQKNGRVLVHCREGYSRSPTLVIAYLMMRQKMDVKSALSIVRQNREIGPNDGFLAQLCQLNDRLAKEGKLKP
3CLpro inhibitor = SARS-CoV 3CLpro protease inhibition; P0C6X7; recombinant SARS-CoV 3CLpro, quenched FRET peptide cleavage; inhibition, % at 6 µM; 290,000 compounds, 0.14% hits; in the data active = inhibition above about 12%
Anthrax LF prot = anthrax lethal factor protease inhibition; multiplex microsphere protease cleavage assay, LF; inhibition, % at 10 µM; 360,000 compounds, 0.12% hits; note: plate controls were buffer without enzyme for full effect and enzyme alone for no effect
Target sequence (P15917 whole entry, looked up): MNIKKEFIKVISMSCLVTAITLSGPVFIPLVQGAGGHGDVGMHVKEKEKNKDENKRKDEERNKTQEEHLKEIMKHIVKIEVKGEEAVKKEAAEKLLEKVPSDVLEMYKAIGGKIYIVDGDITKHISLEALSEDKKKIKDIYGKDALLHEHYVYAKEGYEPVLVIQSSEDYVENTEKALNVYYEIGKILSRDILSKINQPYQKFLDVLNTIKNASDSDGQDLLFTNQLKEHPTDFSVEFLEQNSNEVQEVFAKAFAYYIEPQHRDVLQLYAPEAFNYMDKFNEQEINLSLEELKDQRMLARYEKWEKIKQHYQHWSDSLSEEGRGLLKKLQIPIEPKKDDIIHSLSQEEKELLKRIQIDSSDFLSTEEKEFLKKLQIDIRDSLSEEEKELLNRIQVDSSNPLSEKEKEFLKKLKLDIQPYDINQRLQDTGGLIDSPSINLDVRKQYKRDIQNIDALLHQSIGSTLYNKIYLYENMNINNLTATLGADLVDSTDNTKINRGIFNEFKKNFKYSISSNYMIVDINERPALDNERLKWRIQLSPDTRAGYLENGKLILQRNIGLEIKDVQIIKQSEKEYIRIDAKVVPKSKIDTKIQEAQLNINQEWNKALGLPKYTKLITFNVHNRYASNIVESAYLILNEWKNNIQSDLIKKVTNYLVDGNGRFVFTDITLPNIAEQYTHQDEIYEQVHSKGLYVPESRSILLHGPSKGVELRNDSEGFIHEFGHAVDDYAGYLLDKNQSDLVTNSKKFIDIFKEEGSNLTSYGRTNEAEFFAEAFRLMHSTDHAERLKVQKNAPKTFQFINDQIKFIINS
Yp Topo-I inh = Y. pestis Topo-I inhibition via cleavage products | Y. pestis Topo-I cleavage product accumulation, plate reader | activity, % at 10 µM | 360,000 compounds, 0.064% hits | AID 504884; in the data active = activity above about 50%, passing the limit was not always enough; note: inactives centre near 2
CCHFV vOTU inh = blocks the CCHF virus ovarian tumor domain protease; inhibition, % at 11.5 µM; CCHFV vOTU protease, Pep-AMC fluorescence; AID 651958; 370,000 compounds, 0.55% hits; in the data active = inhibition above about 30%; note: 0% = vehicle wells with enzyme and 100% = no enzyme wells
PfHsp40 rescue = restores yeast growth despite PfHsp40 toxicity | growth rescue, % at 12.5 µM | S. cerevisiae expressing PfHsp40, growth rescue, ATP luminescence | 340,000 compounds, 0.68% hits | AID 504582; in the data active = growth rescue above about 28%, passing the limit was not always enough;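 note: yeast W303a lacking pdr1 and pdr3 grown in galactose medium; growth measured after three days at 30 °C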
BoNT A protease = inhibitors of Botulinum neurotoxin A light chain protease; multiplex microsphere protease substrate cleavage, flow cytometry; inhibition, % at 10 µM; 360,000 compounds, 0.17% hits; note: plate controls were buffer without enzyme for full effect and enzyme alone for no effect
PriA SSB inh = blocks PriA binding to SSB C-terminal tail. 430,000 compounds, 0.6% hits. AlphaScreen SSBct-PriA binding, biotinylated peptide. AID 1272365. inhibition, % at 33 µM; in the data active = inhibition mostly above about 37%, no sharp cut-off; inactive = mostly below about 20%;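 note: plate controls were negative control peptide for no effect and reference peptide for full effect; strong numbers were not always called active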
Vc quorum ag = induces V. cholerae light production without autoinducers; V. cholerae BH1578 lux reporter, luminescence, 6 h; activation, % at 18.7 µM; 350,000 compounds, 0.16% hits; AID 588436; in the data active = activation mostly above about 9.7%, no sharp cut-off; note: not every result past the cut was called active; inactives centre near 0; reference of the scale not given here
The depositor's hits bear a star; i = inactive; . = not tested or not shown; & = joins results of further samples; ! = not active in a repeat. Cut-off read from the data, not from the text of the source, unless noted: active = inhibition above about 30%; inconclusive = no clear call, values can overlap the other calls; inactive = below that.

SMILES	TcdB GH inh	VHR inh abs	3CLpro inhibitor	Anthrax LF prot	Yp Topo-I inh	CCHFV vOTU inh	PfHsp40 rescue	BoNT A protease	PriA SSB inh	Vc quorum ag
O=C(O)CCCC(=O)Nc1ccccc1C(=O)N1CCCC1	.	-4	1	2	3	-2	-0.9	-0.5	-13	-1.0
Cn1nnnc1SCCNCc1ccncc1	.	4	-2	-4	-6	-2	0.8	-1.5	-5	-1.0
Cc1cc(Cl)c(S(=O)(=O)N2CC(C)OC(C)C2)cc1OCC(N)=O (stereo not drawn)	.	-9	-4	.	-9	8	-1.4	.	3	i
Cc1[nH]nc(-c2ccc(OCc3cnn(-c4ccccc4)c3)cc2O)c1Oc1ccc(Cl)cc1	.	-6	-2	2	5	3	0.6	0.4	-9	-6.2
COCCN1C(=O)c2ccccc2C(C(=O)NCCCN2CCCC2=O)C1c1c[nH]c2ccccc12 (stereo not drawn)	.	22	-2	-2	2	3	0.3	-0.9	-18	-1.0
CCCn1c(Nc2nc3ccccc3n2C)nc2ccccc21	.	18	-8	0	-1	8	9.2	2.9	0	-0.2
COC(=O)CCCC1=CC2=CC(=O)C(C)(OC(=O)c3cccs3)C(=O)C2=CN1C1CCCCC1 (stereo not drawn)	-0.1	-16	.	-13	4	4	-0.4	2.1	-7	-0.9
COc1ccc(CCn2c(C3CCCCC3)nc3c(c(=O)c4ccccc4n3C)c2=O)cc1	0.4	16	1	.	34	0	.	.	1	-0.6
Cc1cc(O)ccc1N1C(=O)c2cccc3cc([N+](=O)[O-])cc(c23)C1=O	0.9	20	0	0	-1	4	-1.1	-0.4	-12	-4.1
CCN(CC(=O)N1CCCC1)S(=O)(=O)c1cc(C)ccc1OC	0.3	12	1	-23	5	3	1.0	-5.0	-2	-0.4
COc1ccc(C(=O)NCc2ccco2)cc1S(=O)(=O)N1CCOCC1	0.3	12	-2	-2	5	6	2.3	0.2	-8	-1.2
CC(C)(C)NC(=O)NC(=O)CSc1nncs1	1.8	34	4	-5	0	-11	-0.7	-0.9	-6	-1.6
Clc1ccc(-n2nnc(-c3ncc[nH]3)n2)cc1Cl	1.6	.	.	-10	2	-6	-2.1	0.0	-8	-0.3
O=C(CSCc1ccccc1Br)NNC(=S)NCc1ccco1	-4.1	14	0	2	9	4	0.5	-1.4	1	-0.4
Cc1ccsc1/C=N/NC(=O)CSCc1ccc(Cl)cc1	.	3	-1	0	-8	-3	9.9	0.7	.	i
COc1ccc(-c2csc(-n3ncc(-c4cccs4)c3N)n2)cc1	.	21	-5	-8	7	-4	0.0	-0.5	-20	-0.1
O=C(CN1CCOCC1)Nc1ccc(NC(=O)c2ccccc2F)cc1	1.4	-2	1	-2	5	-5	0.1	-0.6	-16	4.8
CC(=O)c1sc(NC(=O)C2CCCN2S(=O)(=O)c2ccccc2F)nc1C (stereo not drawn)	-0.5	.	.	-3	4	-16	2.0	-0.7	-9	-1.9
O=C(CCC(=O)OCC(=O)c1cccc([N+](=O)[O-])c1)Nc1cccc(Cl)c1Cl	.	7	3	-3	4	28	-0.1	1.5	2	i
COC(=O)CSc1nc(NCC(C)C)nc(N2CCOCC2)n1	2.0	7	2	2	1	-1	-0.4	1.2	2	i
Cc1ccc(-c2csc(N(CCCN3CCOCC3)C(=O)c3ccco3)n2)cc1	.	7	1	-7	29	-2	0.8	-0.5	10	-0.4
COc1ccc(OC)c(NC(=O)Nc2nc(C(N)CCc3ccccc3)cs2)c1 (stereo not drawn)	0.2	.	.	-6	-38	11	.	0.5	.	i
CC(=O)N1CCN(CC(C)(C)NS(=O)(=O)c2ccc(C)cc2)CC1	0.5	-4	-2	-1	-1	7	-2.2	-2.9	0	i
Cc1nn(-c2ccccc2)c(C)c1NC(=O)COC(=O)Cc1ccccc1	-1.3	.	.	1	1	3	1.5	-1.8	-10	-1.0
CC(=O)Nc1cccc(-c2cn3ccccc3n2)c1	3.7	14	-3	-2	-5	-3	0.7	-0.8	-1	-0.1
Cc1cc(C)n(C(=O)CCCC(=O)n2nc(C)cc2C)n1	.	27	1	-2	4	2	-0.2	0.0	-17	i
CCOc1ccc(NCc2cccn2-c2nnc(N3CCC(C(=O)NCCCN4CCCCC4C)CC3)s2)cc1 (stereo not drawn)	-3.7	17	-1	-2	-4	4	0.5	0.4	14	-7.1
CCOc1ccccc1N(CC(=O)NC1CCCCC1)C(=O)CCC(=O)Nc1nccs1	0.6	-19	-2	-10	4	-3	0.0	0.6	-9	-1.2
COC(=O)c1ccc(NC(=O)CN2CCOCC2)cc1	.	17	5	-4	3	-10	0.4	0.1	-15	-0.4
CCNC(=O)C1CCCN(Cc2cc(C(F)(F)F)ccc2Cl)CC1 (stereo not drawn)	-0.3	.	.	-4	-4	5	.	-0.7	.	-1.2
O=S(=O)(c1ccc(Cl)cc1)N1CCN(c2ncccn2)CC1	2.1	22	1	-3	5	3	1.4	-0.9	-9	-0.2
O=C(CSc1ccc(-c2ccccn2)nn1)N1CCCc2ccccc21	0.1	1	0	2	17	-8	473*	-0.9	62*!	i
Cc1ccc(S(=O)(=O)NNC(=O)c2cccnc2)cc1	-2.4	-5	4	-2	3	0	-0.9	0.7	1	-0.3
Cc1ccsc1C1Nc2ccc3ncccc3c2C2=C1C(=O)CCC2 (stereo not drawn)	8.0	21	0	1	-1	-5	1.0	2.7	3	0.7
COCCOC(=O)c1c(C)n(C)c2ccc(OC(=O)N(C)C)cc12	.	-10	5	0	1	-12	-1.7	-0.7	-8	i
O=C(COC(=O)CSc1ccc(F)cc1)NCCCc1ccccc1	1.3	.	.	5	33	-4	-0.1	3.0	-18	-2.8
Cc1ccc(NCc2nnc(SCC(=O)N3CCCc4ccccc43)o2)c(C)c1	.	-10	0	10	6	10	7.4	-0.3	5	-1.6
Cc1c(NC(=O)CN2C(=O)C(=O)c3ccccc32)c(=O)n(-c2ccccc2)n1C	-0.8	16	-1	-1	14	-10	-0.5	-0.3	-10&-5	3.1
O=c1[nH]c2cc3c(cc2cc1CN(CC1CCCO1)S(=O)(=O)c1ccccc1)OCCO3 (stereo not drawn)	.	7	3	-5	12	-14	-0.1	0.9	-19	1.7
C=CCn1c(SCC(=O)Nc2ccc(N3CCOCC3)cc2)nnc1-c1ccncc1	0.7	12	2	0	1	4	-0.2	-0.7	-2	-0.3
O=C(NCC(=O)N1CCCC1)c1ccc(Cl)cc1	-11	13	-1	31*	-2	-6	-0.6	0.1	-14	-0.1
CCOC(=O)C1C(=O)NC(N2CCCCC2)=NC1c1ccccc1 (stereo not drawn)	.	4	2	-2	5	-4	1.1	-0.8	-8	i
O=C(OCc1nc2ccccc2[n+]([O-])c1C(=O)c1ccccc1)c1ccco1	1.2	16	-1	-4	-8	-2	1.5	2.7	-4	-0.4
CN(C)C(=O)CCc1ccc2c3c([nH]c2c1)[C@]1(CCc2ccccc2)[C@@H](C(=O)N2CCCCC2)C[C@H](CC(=O)NC(C)(C)C)C(=O)N1CC3	-1.7	.	.	7	21	10	-1.2	0.1	0	-0.2
C(=N\Nc1nc(-c2ccccc2)cs1)/c1cccnc1	.	3	-2	-6	-2	-3	-1.8	-4.9	.	-0.1
CN(Cc1ccc(F)cc1)C(=O)c1ccc2c(c1)NC(=O)CS2	0.7	1	5	1	11	-9	0.6	0.1	1	-0.7
O=C(CSc1ccccn1)N1CCOCC1	.	-8	1	-1	-4	-20	0.0	-0.8	2&-5	-0.3
CC(C)[C@H](NS(=O)(=O)c1ccccc1)C(=O)OCC(=O)NC(=O)NC1CCCCC1	2.2	.	.	2	32	17	1.1	0.5	-5	-0.8
CCOc1ccc(NC(=O)c2ccccc2OC)cc1	.	8	-1	-4	4	1	0.1	0.0	-20	-0.2
Cc1ccc(NC(=O)C2CCN(S(=O)(=O)c3c(C)n[nH]c3C)CC2)nc1	.	11	0	0	-2	6	-0.3	-0.1	-14	-3.2
CCCOC(=O)Nc1cc(OC)ccc1[N+](=O)[O-]	1.5	2	2	-1	-1	1	2.5	-0.1	9	-0.2
CC(C)(C)OC(=O)N1CCC[C@H]1C(=O)OCC(=O)Nc1cc(S(C)(=O)=O)ccc1Cl	0.0	.	.	-7	-4	-3	-1.3	0.2	-11	i
CC1CC(C(F)(F)F)n2ncnc2N1 (stereo not drawn)	.	-15	2	-4	1	0	1.2	0.1	-21	.
COc1ccc(Cl)cc1NC(=O)c1noc(C)c1[N+](=O)[O-]	-0.4	2	2	-1	-2	.	0.6	0.4	7	-0.2
COc1ccccc1Oc1ccc(-c2cnc3ccccc3n2)cc1[N+](=O)[O-]	1.6	21	1	-1	-3	-6	1.3	1.4	-3	i
O=C1NC(=O)N(Cc2ccccc2F)C1=O	0.0	-10	-3	-1	6	3	-0.9	-3.1	1	-2.1
Cc1cc(N2CCOCC2)n2nc(C)c(-c3ccccc3)c2n1	.	11	-1	-1	-3	5	-0.7	0.4	-9	-0.5
C[C@H]1NC(=O)[C@]2(C)[C@@H](c3ccccc3)[C@H]3COc4ccccc4[C@@H]3N2C1=O	-2.1	.	.	-8	2	9	0.4	-0.2	-5	-0.4
COc1ccccc1N1CCN(S(=O)(=O)CCNC(=O)c2cc(OC)c(OC)c(OC)c2)CC1	0.5	-26	-1	-2	22	13	0.0	0.8	-23	i
O=C(C[C@H]1C(=O)N(c2ccc(F)c(F)c2)C[C@@H]1Cc1ccccc1)Nc1ccccc1	1.3	-3	3	-5	12	16	2.4	0.1	-19	-0.9
CC(=O)Nc1ccc2nc(NC(=O)c3ccc([N+](=O)[O-])o3)sc2c1	0.8	12	5	9	5	-1	-1.1	-6.6	-1	i

Among those listed so far, 4 have a thiophene ring, fused or not.
SMILES	TcdB GH inh	VHR inh abs	3CLpro inhibitor	Anthrax LF prot	Yp Topo-I inh	CCHFV vOTU inh	PfHsp40 rescue	BoNT A protease	PriA SSB inh	Vc quorum ag
COC(=O)CCCC1=CC2=CC(=O)C(C)(OC(=O)c3cccs3)C(=O)C2=CN1C1CCCCC1 (stereo not drawn)	-0.1	-16	.	-13	4	4	-0.4	2.1	-7	-0.9
Cc1ccsc1/C=N/NC(=O)CSCc1ccc(Cl)cc1	.	3	-1	0	-8	-3	9.9	0.7	.	i
COc1ccc(-c2csc(-n3ncc(-c4cccs4)c3N)n2)cc1	.	21	-5	-8	7	-4	0.0	-0.5	-20	-0.1
Cc1ccsc1C1Nc2ccc3ncccc3c2C2=C1C(=O)CCC2 (stereo not drawn)	8.0	21	0	1	-1	-5	1.0	2.7	3	0.7

Reprinted at random: two compounds from above
SMILES	TcdB GH inh	VHR inh abs	3CLpro inhibitor	Anthrax LF prot	Yp Topo-I inh	CCHFV vOTU inh	PfHsp40 rescue	BoNT A protease	PriA SSB inh	Vc quorum ag
O=C(C[C@H]1C(=O)N(c2ccc(F)c(F)c2)C[C@@H]1Cc1ccccc1)Nc1ccccc1	1.3	-3	3	-5	12	16	2.4	0.1	-19	-0.9
CC1CC(C(F)(F)F)n2ncnc2N1 (stereo not drawn)	.	-15	2	-4	1	0	1.2	0.1	-21	.

Single records, from the list above. Values in the order: TcdB GH inh, VHR inh abs, 3CLpro inhibitor, Anthrax LF prot, Yp Topo-I inh, CCHFV vOTU inh, PfHsp40 rescue, BoNT A protease, PriA SSB inh, Vc quorum ag
CC(C)[C@H](NS(=O)(=O)c1ccccc1)C(=O)OCC(=O)NC(=O)NC1CCCCC1 in the list: 2.2, ., ., 2, 32, 17, 1.1, 0.5, -5, -0.8
CCCOC(=O)Nc1cc(OC)ccc1[N+](=O)[O-] in the list: 1.5, 2, 2, -1, -1, 1, 2.5, -0.1, 9, -0.2
CC1CC(C(F)(F)F)n2ncnc2N1 (stereo not drawn) in the list: ., -15, 2, -4, 1, 0, 1.2, 0.1, -21, .

Assay outcomes as filed in PubChem.

This is a subset; count on the stated rates, not on these rows.
